influenza NS1A – NS1A inhibition, H1N1 influenza, cell based functional assay (AID 504329). NS1A functional cell-based assay, percent inhibition; higher % means a stronger effect. one-dose inhibition, % at 12.5 µM; IC50 in µM for titrated hits. actives 0.3% (n = 340,000); in the data active = a potency from the dose series; inconclusive = inhibition above about 27% without an active follow-up result; note: strong numbers were not always called active
H37Rv inhibition – M. tuberculosis growth inhibition, HTS (AID 449762). inhibition, % at 25 µM, or IC50 in µM where a hit was titrated. actives 0.59% (n = 330,000). M. tuberculosis H37Rv growth inhibition, 7H9 media; higher % means a stronger effect; in the data active = a potency from the dose series; inconclusive = inhibition above about 70% without an active follow-up result;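 note: bacterial growth assessed after seven days of incubation; strong numbers were not always called active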
tuberculosis growth – growth inhibition of non-replicating M. tuberculosis (AID 488890) | Mycobacterium tuberculosis non-replicating, growth inhibition; higher % means a stronger effect | inhibition, % at 25 µM; hits with a dose series show IC50 in µM | actives 0.39% (n = 320,000); in the data active = a potency from the dose series; inconclusive = inhibition mostly from about 82% at the one dose, without a potency; inactive = the rest, 99 in 100 with inhibition below about 76%;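 note: plate controls were DMSO cells for no effect and high antibiotic wells for full effect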
inhibitors of VEEV – inhibitors of VEEV TC-83 cytopathic effect, confirmation, Vero cells (AID 588727) | inhibition, % at 20 µM, or IC50 in µM where a hit was titrated | Vero cells, VEEV TC-83 cytopathic effect inhibition; higher % means a stronger effect | actives 0.13% (n = 350,000); in the data active = a potency from the dose series; inconclusive = inhibition mostly from about 14% at the one dose, without a potency; inactive = the rest, 99 in 100 with inhibition below about 12%; note: strong numbers were not always called active
PhoP GFP inhibition – PhoP regulon inhibitors, Salmonella typhi PhoP promoter GFP reporter, confirmatory (AID 1850) | inhibition, % at 50 µM; hits with a dose series show IC50 in µM | actives 0.33% (n = 310,000) | Salmonella Typhi PhoP-promoter GFP reporter, fluorescence, 4 h; higher % means a stronger effect; in the data active = a potency from the dose series; inconclusive = inhibition mostly from about 25% at the one dose, without a potency; inactive = the rest, 99 in 100 with inhibition below about 19%;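 note: 0% = induced wells with vehicle and 100% = uninduced wells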
inhibitors of VEEV 10K pilot screen – recorded beside inhibitors of VEEV, whose call it bears; inhibition, %; measured here: 10K pilot screen inhibition
* hit, by the source's call.

How did N#CCCN(Cc1ccccc1)C(=O)c1cccs1 do in these assays?
influenza NS1A: -15.9%; H37Rv inhibition: -1.4%; tuberculosis growth: -3.0%; inhibitors of VEEV: 1.5%; PhoP GFP inhibition: -11.3%

What do the screens show for `O=C(Nc1ccccc1)C1=C(c2ccccc2)S(=O)(=O)CCS1(=O)=O`?
influenza NS1A: -42.6%; inhibitors of VEEV: inconclusive

How did Cc1ccnc(NS(=O)(=O)c2ccc(Oc3ccccc3)cc2)c1 do in these assays?
influenza NS1A: -0.1%; H37Rv inhibition: 2.5%; tuberculosis growth: -1.5%; inhibitors of VEEV: 1.0%; PhoP GFP inhibition: -10.9%

Results for O=C(COc1ccc(S(=O)(=O)N2CCCC2)cc1)Nc1ccc(F)cc1 ?
influenza NS1A: 2.7%; H37Rv inhibition: 2.6%; tuberculosis growth: -3.2%; inhibitors of VEEV: inactive; PhoP GFP inhibition: -11.6%

What do the screens show for `N#CNC(=Nc1cccc(F)c1)SCc1cccc(F)c1`?
influenza NS1A: -0.3%; H37Rv inhibition: 5.0%; tuberculosis growth: 64.6%; inhibitors of VEEV: 1.9%; PhoP GFP inhibition: 6.8%

What do the screens show for `Cc1nn(C)c2ncc(C(N)=O)c(Oc3cccnc3)c12`?
influenza NS1A: 1.8%; H37Rv inhibition: -1.3%; tuberculosis growth: -10.1%; inhibitors of VEEV: inactive; PhoP GFP inhibition: -4.2%

What do the screens show for `Cc1cccc(C)c1Nc1nnc(SCC(=O)Nc2sccc2C#N)s1`?
influenza NS1A: 3.1%; H37Rv inhibition: 4.8%; tuberculosis growth: -3.0%; inhibitors of VEEV: 1.1%; PhoP GFP inhibition: -4.8%

How did O=C(O)/C=C/c1ccc(S(=O)(=O)N2CCN(CCN3C(=O)C4C5C=CC(C5)C4C3=O)CC2)cc1 (stereo not drawn) do in these assays?
influenza NS1A: -14.2%; H37Rv inhibition: -9.2%; tuberculosis growth: 0.5%; inhibitors of VEEV: inactive; PhoP GFP inhibition: 6.9%

What do the screens show for `Cc1ccccc1NC(=O)CCS(=O)(=O)c1ccc(Br)cc1`?
influenza NS1A: -22.7%; H37Rv inhibition: -7.2%; tuberculosis growth: 3.6%; inhibitors of VEEV: 1.2%; PhoP GFP inhibition: -0.6%

Results for CC(C)CCNC(=O)NC(=O)CSc1nnc(COc2ccccc2Cl)o1 ?
influenza NS1A: 8.7%; H37Rv inhibition: 15.5%; tuberculosis growth: inconclusive; inhibitors of VEEV: 0.1%; PhoP GFP inhibition: -10.8%

Results for CN1C2CCC1CC(N(CCc1ccccc1)C(=O)c1ccc(Cl)cc1)C2 (stereo not drawn) ?
influenza NS1A: -4.2%; H37Rv inhibition: 14.4%; tuberculosis growth: 10.2%; inhibitors of VEEV: inactive; PhoP GFP inhibition: -2.9%

Results for COc1cc(C2c3[nH]c4ccccc4c3CC3COC(=O)N32)cc(OC)c1O (stereo not drawn) ?
influenza NS1A: 11.1%; inhibitors of VEEV: 7.1%

Results for CS(=O)(=O)c1ccc(Cl)c(NC(=O)C2CC(=O)N(Cc3ccccc3)C2)c1 (stereo not drawn) ?
influenza NS1A: 8.3%; H37Rv inhibition: -8.5%; tuberculosis growth: -6.3%; inhibitors of VEEV: 6.2%; PhoP GFP inhibition: -1.2%

Results for CCN(CC)CCCN(Cc1cc2cc3c(cc2[nH]c1=O)OCO3)C(=S)NCCOC ?
influenza NS1A: 14.5%; H37Rv inhibition: -0.2%; tuberculosis growth: -7.3%; inhibitors of VEEV: 0.3%; PhoP GFP inhibition: 10.0%

How did O=C(CC1CC2CCC1C2)Nc1nc(-c2ccccn2)cs1 (stereo not drawn) do in these assays?
influenza NS1A: -17.9%; H37Rv inhibition: inconclusive; tuberculosis growth: inconclusive; inhibitors of VEEV: 4.2%; PhoP GFP inhibition: 0.3%

Results for Cc1ccc(NC(=O)CSc2ncn(-c3ccccc3)n2)cc1C ?
influenza NS1A: -3.1%; H37Rv inhibition: inconclusive; tuberculosis growth: 67.2%; inhibitors of VEEV: 3.0%; PhoP GFP inhibition: -18.5%

What do the screens show for `C#CCOCCOCCOCCNc1nc(N2CCN(C(=O)[C@H]([C@@H](C)CC)n3cc(CCCN=C(N)N)nn3)CC2)nc(N2CCN(C(=O)[C@H](Cc3ccc(O)cc3)n3cc(CCO)nn3)CC2)n1`?
influenza NS1A: -0.8%; H37Rv inhibition: -6.6%; tuberculosis growth: 9.4%; inhibitors of VEEV: 0.2%; PhoP GFP inhibition: -8.6%; inhibitors of VEEV 10K pilot screen: 0.5

Results for O=C(Nc1ccc2oc(-c3ccncc3)nc2c1)c1ccc([N+](=O)[O-])o1 ?
influenza NS1A: -3.5%; H37Rv inhibition: inconclusive; tuberculosis growth: inconclusive; inhibitors of VEEV: 2.1%; PhoP GFP inhibition: 5.6%

What do the screens show for `Cc1occc1C(=O)Nc1sc2c(c1C(N)=O)CCC(C(C)(C)C)C2` (stereo not drawn)?
influenza NS1A: -14.8%; H37Rv inhibition: -4.3%; tuberculosis growth: -12.0%; inhibitors of VEEV: 1.1%; PhoP GFP inhibition: -1.4%

What do the screens show for `O=C1NC(=O)N(Cc2ccccc2)C(=O)/C1=C/c1cnc(-c2ccccc2)nc1`?
influenza NS1A: 6.6%; H37Rv inhibition: 9.0%; tuberculosis growth: 2.2%; inhibitors of VEEV: 1.3%; PhoP GFP inhibition: -2.0%; inhibitors of VEEV 10K pilot screen: 1.3

For convenience, part of the list above.
Results for Cc1ccc(NC(=O)CSc2ncn(-c3ccccc3)n2)cc1C ?
influenza NS1A: -3.1%; H37Rv inhibition: inconclusive; tuberculosis growth: 67.2%; inhibitors of VEEV: 3.0%; PhoP GFP inhibition: -18.5%

What do the screens show for `C#CCOCCOCCOCCNc1nc(N2CCN(C(=O)[C@H]([C@@H](C)CC)n3cc(CCCN=C(N)N)nn3)CC2)nc(N2CCN(C(=O)[C@H](Cc3ccc(O)cc3)n3cc(CCO)nn3)CC2)n1`?
influenza NS1A: -0.8%; H37Rv inhibition: -6.6%; tuberculosis growth: 9.4%; inhibitors of VEEV: 0.2%; PhoP GFP inhibition: -8.6%; inhibitors of VEEV 10K pilot screen: 0.5

Results for O=C(Nc1ccc2oc(-c3ccncc3)nc2c1)c1ccc([N+](=O)[O-])o1 ?
influenza NS1A: -3.5%; H37Rv inhibition: inconclusive; tuberculosis growth: inconclusive; inhibitors of VEEV: 2.1%; PhoP GFP inhibition: 5.6%

What do the screens show for `Cc1occc1C(=O)Nc1sc2c(c1C(N)=O)CCC(C(C)(C)C)C2` (stereo not drawn)?
influenza NS1A: -14.8%; H37Rv inhibition: -4.3%; tuberculosis growth: -12.0%; inhibitors of VEEV: 1.1%; PhoP GFP inhibition: -1.4%

What do the screens show for `O=C1NC(=O)N(Cc2ccccc2)C(=O)/C1=C/c1cnc(-c2ccccc2)nc1`?
influenza NS1A: 6.6%; H37Rv inhibition: 9.0%; tuberculosis growth: 2.2%; inhibitors of VEEV: 1.3%; PhoP GFP inhibition: -2.0%; inhibitors of VEEV 10K pilot screen: 1.3

More results follow:
What do the screens show for `COC(=O)CSc1ncnc2c1cnn2Cc1ccccc1`?
influenza NS1A: 14.4%; H37Rv inhibition: inconclusive; tuberculosis growth: inconclusive; inhibitors of VEEV: 1.0%; PhoP GFP inhibition: 2.1%

Results for Cc1ccc(-c2nn(-c3ccccc3)cc2CSC(=N)N)cc1 ?
influenza NS1A: 1.0%; H37Rv inhibition: inconclusive; tuberculosis growth: inconclusive; inhibitors of VEEV: 5.7%; PhoP GFP inhibition: 17.4%

What do the screens show for `O=C(O)CN1CCN(Cc2ccccc2Cl)C1=O`?
influenza NS1A: 3.6%; H37Rv inhibition: -1.3%; tuberculosis growth: 4.0%; inhibitors of VEEV: inactive; PhoP GFP inhibition: 2.6%

How did COc1cccc(NC(=S)Nc2cccc3ccccc23)c1 do in these assays?
influenza NS1A: 7.0%; H37Rv inhibition: 2.0%; tuberculosis growth: 61.8%; inhibitors of VEEV: 2.5%; PhoP GFP inhibition: -4.5%

Results for COC(=O)[C@@]12CCCN1[C@H](c1ccc(-c3ccc(Cl)c(Cl)c3)c(OC)c1)[C@H]1C(=O)N(C)C(=O)[C@H]12 ?
influenza NS1A: 1.9%; H37Rv inhibition: 9.9%; tuberculosis growth: 14.3%; inhibitors of VEEV: 0.5%

What do the screens show for `COc1ccc(Cc2nnc(NS(=O)(=O)c3ccc([N+](=O)[O-])cc3)s2)cc1`?
influenza NS1A: 9.6%; H37Rv inhibition: -0.9%; tuberculosis growth: 12.1%; inhibitors of VEEV: 1.1%; PhoP GFP inhibition: 9.5%

Results for CCCCCCCOc1ccc(OC(=O)c2cccnc2)cc1 ?
influenza NS1A: -10.1%; H37Rv inhibition: inconclusive; tuberculosis growth: inconclusive; inhibitors of VEEV: 1.1%; PhoP GFP inhibition: -0.9%

What do the screens show for `COc1cccc(C(=O)N(Cc2ccc(N(C)C)cc2)C2CCS(=O)(=O)C2)c1` (stereo not drawn)?
influenza NS1A: 10.6%; H37Rv inhibition: -6.2%; tuberculosis growth: -5.7%; inhibitors of VEEV: inactive; PhoP GFP inhibition: 0.9%

Results for Cc1nc(-c2ccccn2)sc1C(=O)O ?
influenza NS1A: -17.7%; H37Rv inhibition: -10.2%; tuberculosis growth: -11.9%; inhibitors of VEEV: 0.4%; PhoP GFP inhibition: -3.8%

How did CC(=O)c1ccc(N2CCN(C(=O)c3ccccc3SCC(=O)NCc3ccco3)CC2)c(F)c1 do in these assays?
influenza NS1A: 0.5%; inhibitors of VEEV: 5.6%

How did Cc1cc(C(=O)NCc2ccc(S(N)(=O)=O)cc2)ccc1[N+](=O)[O-] do in these assays?
influenza NS1A: -4.3%; H37Rv inhibition: 8.2%; tuberculosis growth: 10.1%; inhibitors of VEEV: 0.4%; PhoP GFP inhibition: -0.5%

Results for CCn1c(=O)n(CC)c2cc(N3CCCC3)c(NC(=O)c3ccccc3F)cc21 ?
influenza NS1A: 0.9%; H37Rv inhibition: 9.3%; tuberculosis growth: 22.9%; inhibitors of VEEV: 8.3%; PhoP GFP inhibition: -7.8%

How did CC(C)(O)C#Cc1ccc(CN2CCC(n3nccc3NC(=O)C3CC3)CC2)cc1 do in these assays?
influenza NS1A: 2.1%; H37Rv inhibition: -3.5%; tuberculosis growth: 0.5%; inhibitors of VEEV: inactive; PhoP GFP inhibition: 2.3%

What do the screens show for `COCCn1c(=O)[nH]c2cc(C(=O)NCCN3CCN(c4ccccc4F)CC3)ccc2c1=O`?
influenza NS1A: -0.7%; H37Rv inhibition: 4.8%; tuberculosis growth: -11.2%; inhibitors of VEEV: 0.3%; PhoP GFP inhibition: 8.5%

How did O=C(COc1ccc(Br)cc1)NCCCN1CCCC1=O do in these assays?
influenza NS1A: -5.6%; H37Rv inhibition: 5.8%; tuberculosis growth: -1.7%; inhibitors of VEEV: 1.6%

How did O=C(CCNC(=O)c1ccccc1Cl)Nc1ccc(S(=O)(=O)Nc2nccs2)cc1 do in these assays?
influenza NS1A: 0.7%; H37Rv inhibition: 2.7%; tuberculosis growth: 64.7%; inhibitors of VEEV: 0.1%

How did COc1cccc(-c2csc(N3CCN(C(=S)Nc4ccccc4C)CC3)n2)c1 do in these assays?
influenza NS1A: -3.5%; H37Rv inhibition: 1.9%; tuberculosis growth: 11.4%; inhibitors of VEEV: 0.8%; PhoP GFP inhibition: -0.5%

What do the screens show for `N#CC1=C2SCN(Cc3ccco3)CN2C(=O)CC1c1ccccc1F` (stereo not drawn)?
influenza NS1A: -5.6%; H37Rv inhibition: 0.8%; tuberculosis growth: 8.5%; inhibitors of VEEV: inactive; PhoP GFP inhibition: 2.5%

Results for O=C(Nc1ccc(NC(=O)C2CCCCC2)nc1)c1cccc(F)c1 ?
influenza NS1A: -5.1%; inhibitors of VEEV: 2.4%

What do the screens show for `CC(NC(=O)c1cc2c(s1)CS(=O)(=O)C2)c1ccccc1` (stereo not drawn)?
influenza NS1A: -9.0%; H37Rv inhibition: -8.1%; tuberculosis growth: 18.0%; inhibitors of VEEV: 1.8%; PhoP GFP inhibition: -0.5%

How did COC(=O)C(C)Oc1ccc(-c2nccc(-c3ccccn3)n2)cc1 (stereo not drawn) do in these assays?
influenza NS1A: -1.3%; H37Rv inhibition: 1.73µM*; tuberculosis growth: inconclusive; inhibitors of VEEV: inactive; PhoP GFP inhibition: 0.4%

What do the screens show for `CN(CC(=O)Nc1ccc(Cl)cc1)CC(=O)Nc1ccc(C(N)=O)cc1`?
influenza NS1A: 1.7%; H37Rv inhibition: -1.6%; tuberculosis growth: 6.6%; inhibitors of VEEV: 1.8%; PhoP GFP inhibition: 15.8%

Results for CC(C(N)=O)N1C(=O)c2cccc3cccc1c23 (stereo not drawn) ?
influenza NS1A: 9.4%; H37Rv inhibition: -5.8%; tuberculosis growth: 8.7%; inhibitors of VEEV: 0.7%; PhoP GFP inhibition: -2.3%

Screening results from PubChem.
